# CD40 NFkB inh: inhibitors of CD40-induced NF-kB signaling, primary screen, BL2 cells, luciferase reporter, single point; actives 0.94% (n = 83,000); AID 1053188, 2014; CD40L-induced, 4 h; inhibition, % at 10 µM;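 active means mean inhibition of at least 50% with a set share of replicates also reaching that level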;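 further: 0% = neutral control wells and 100% = IKK inhibitor VII at 50 µM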
# The depositor's hits bear a star; [ ] = dose if it differs, or a comment.
SMILES,CD40 NFkB inh
N#C[C@@H]1[C@@H](c2ccccc2C2=CCCC2)[C@H](CO)N1C(=O)Cc1ccncc1,4[25 µM]
O=C(Nc1cccnc1)c1cccc(S(=O)(=O)N2CCOCC2)c1,13
O=C(c1ccc2noc(-c3ccccc3)c2c1)N1CCN(c2ccccc2)CC1,3
O=C(c1ccc(OCC2CCCO2)cc1)N1CCc2ccccc2C1 (stereo not given),-41
CC(C)n1c(SCC(=O)Nc2ccccc2N2CCCCC2)nc2c1c(=O)n(C)c(=O)n2C,10
CC(=O)Nc1ccc(NC(=O)c2cc(C3CC3)nc3c2cnn3C(C)C)cc1,0
O=C(COC(=O)c1cc(=O)[nH]c(=O)[nH]1)Nc1ccccc1F,-3
O=C1CN(S(=O)(=O)c2cccc(F)c2)C[C@H]2[C@H](c3ccc(C4=CCCC4)cc3)[C@@H](CO)N12,-10[25 µM]
COc1ccc(NC(=O)Nc2ccc3c(c2)[C@@H]2C[C@@H](CC(=O)NCC(F)(F)F)O[C@@H](CO)[C@@H]2O3)cc1,-5[25 µM]
Cc1onc(-c2c(F)cccc2Cl)c1C(=O)Nc1nnc(C2CC2)s1,10
COC(=O)c1ccc(COc2ncnc3sccc23)cc1,-4
Cn1ccnc1CC(O)(c1ccccc1)c1ccccc1,4
CCCCCCC1CC(=CN(C)C)C(=O)O1 (stereo not given),2
C[C@H](CO)N1C[C@H](C)[C@H](CN(C)CC2CC2)OCc2ccccc2-c2c(n(C)c3ccccc23)C1=O,26
Cc1cc(C(=O)CN2C(=O)NC(C)(c3ccccc3)C2=O)c(C)n1CC1CCCO1 (stereo not given),-31
C/C=C/c1ccc([C@@H]2[C@H](CO)N(C(C)=O)[C@H]2CNC(=O)c2ccncc2)cc1,5
CNC[C@H]1Oc2c(NC(=O)NC(C)C)cccc2C(=O)N(C)C[C@H]1C,-3
COCCn1c(=O)[nH]c2cc(C(=O)NCC3CCCO3)ccc2c1=O (stereo not given),17
C[C@@H]1CN([C@H](C)CO)C(=O)c2ccccc2-c2ccccc2CO[C@@H]1CN(C)Cc1cccc2c1OCCCO2,-5[25 µM]
CC(C(=O)Nc1cccnc1)n1cc([N+](=O)[O-])cn1 (stereo not given),14
CCN(Cc1nc2cc(Cl)ccc2c(=O)[nH]1)C(=O)c1cc2c(s1)CCCCC2,-25
CCCC(=O)n1nc(-c2ccco2)nc1N,13
COC(=O)c1cc(NS(=O)(=O)c2cccs2)cc(NS(=O)(=O)c2cccs2)c1,-1
Cc1sc(NC(=O)c2ccco2)c(C(c2ccncc2)N2CCOCC2)c1C (stereo not given),0
C=CCn1c(SCC(=O)Nc2ccc3c(c2)OCCO3)nc2cc(C(=O)O)ccc2c1=O,-2
SMILES,CD40 NFkB inh
CN(C)C(=O)c1cccc(-c2ccc([C@@H]3[C@H](CO)N4C(=O)CN(C(=O)C5CCC5)C[C@@H]34)cc2)c1,0[25 µM]
COC(=O)c1cn(C(=O)OC)c2ccccc12,15
COc1ccc(NC(=O)CCn2ccnc2)c(OC)c1,2
O=C(CCNC(=O)c1ccc(Br)cc1)NCc1ccco1,-5
Cc1ccccc1Nc1nc(Cl)c(C=O)s1,8
N#CCC(=O)Nc1ccc(C(=O)OCC(=O)NCc2ccc3c(c2)OCO3)cc1,-1
N#Cc1ccc(C(=O)OCC(=O)NC2CCCC2)cc1,2
Cc1ccc2ccccc2c1C(O)c1ncc(-c2cccc(C(F)(F)F)c2)[nH]1 (stereo not given),-7
CC(NC(=O)COC(=O)Cc1cccs1)c1ccc(F)cc1 (stereo not given),13
CC(C)n1c(O)c(N=NC(=O)Cc2csc(N3CCOCC3)n2)c2ccccc21,4
CC(C)(C)CC(=O)NCCCN1CCOCC1,2
CC(=O)c1ccc(NC(=O)c2cccc(NC(=O)c3ccccc3)c2)cc1,-4
COc1ccc(C(=O)NCCCCCC(=O)O)cc1OC,6
N#CCCn1cc(/C=N/NC(N)=S)c(-c2ccc(-c3ccccc3)cc2)n1,-8
O=S(NCc1ccco1)C12CC3CC(CC(C3)C1)C2 (stereo not given),9
Cc1noc(NS(=O)(=O)c2ccc(NC(=O)c3ccc(F)cc3)cc2)c1C,14
CN(NS(=O)(=O)c1ccccc1)C(=O)c1ccccc1,2
Cc1ccc(S(=O)(=O)N2CCOCC2)cc1C(=O)Nc1nc(-c2ccccn2)cs1,10
O=C(Cn1cnc2ccccc21)N/N=C/c1ccccc1,6
O=C(COC(=O)Cc1ccsc1)NCc1ccccc1,19
CO[C@H](CN(C)C(=O)Nc1ccc(Cl)cc1)[C@@H](C)CN(Cc1ccccc1Cl)[C@@H](C)CO,6[25 µM]
O=C(O)C1CCC(Cn2c(SCc3cc(=O)n4ccccc4n3)nc3ccsc3c2=O)CC1 (stereo not given),11
COc1ccc(Sc2nc(-c3ccccc3)ncc2OC)cc1,5
CC(=O)c1ccc(N2CCN(C(=O)CCC(=O)c3cccs3)CC2)cc1,-14
CCN(C1=NS(=O)(=O)c2ccccc21)N(CC)S(=O)(=O)c1ccc(C)cc1,26

# Sorted by heavy-atom count (ascending): part of the list above.
SMILES,CD40 NFkB inh
Cc1ccccc1Nc1nc(Cl)c(C=O)s1,8
CC(C)(C)CC(=O)NCCCN1CCOCC1,2
O=S(NCc1ccco1)C12CC3CC(CC(C3)C1)C2 (stereo not given),9
O=C(COC(=O)Cc1ccsc1)NCc1ccccc1,19
O=C(CCNC(=O)c1ccc(Br)cc1)NCc1ccco1,-5
CC(NC(=O)COC(=O)Cc1cccs1)c1ccc(F)cc1 (stereo not given),13
COc1ccc(Sc2nc(-c3ccccc3)ncc2OC)cc1,5
CC(=O)c1ccc(N2CCN(C(=O)CCC(=O)c3cccs3)CC2)cc1,-14
Cc1noc(NS(=O)(=O)c2ccc(NC(=O)c3ccc(F)cc3)cc2)c1C,14
Cc1ccc2ccccc2c1C(O)c1ncc(-c2cccc(C(F)(F)F)c2)[nH]1 (stereo not given),-7
CC(C)n1c(O)c(N=NC(=O)Cc2csc(N3CCOCC3)n2)c2ccccc21,4
Cc1ccc(S(=O)(=O)N2CCOCC2)cc1C(=O)Nc1nc(-c2ccccn2)cs1,10
CO[C@H](CN(C)C(=O)Nc1ccc(Cl)cc1)[C@@H](C)CN(Cc1ccccc1Cl)[C@@H](C)CO,6[25 µM]
O=C(O)C1CCC(Cn2c(SCc3cc(=O)n4ccccc4n3)nc3ccsc3c2=O)CC1 (stereo not given),11
CN(C)C(=O)c1cccc(-c2ccc([C@@H]3[C@H](CO)N4C(=O)CN(C(=O)C5CCC5)C[C@@H]34)cc2)c1,0[25 µM]

# The list goes on:
SMILES,CD40 NFkB inh
CCOC(=O)c1c(NS(C)(=O)=O)sc2c1CCC(C)C2 (stereo not given),3
O=C(NCC(c1ccco1)N1CCN(c2ccccc2)CC1)C(=O)NC1CC1 (stereo not given),15
CC12CCC(=O)N1C(C(=O)Nc1cc(C(F)(F)F)ccc1N1CCCCC1)CS2 (stereo not given),16
O=C(O)CN1CCc2ccccc2C1,9
CCCCn1cnc2cc(C)c(C)cc21,3
Cc1sc2ncnc(N3CCC(C(=O)Nc4ccc(Br)cc4Br)CC3)c2c1C,2
COc1ccccc1CNC(=O)c1ccc2nc(C)c(N(C)Cc3ccc(NC(C)=O)cc3)n2c1,19
O=C(C1CC1)N1CCc2cc(S(=O)(=O)NC3CCN(Cc4ccccc4)CC3)ccc21,-14
COc1ccc2c(c1)c1ncn(Cc3ccco3)c(=O)c1n2C,1
O=S(=O)(Nc1nc2ccccc2nc1Cl)c1ccccc1,2
O=C(NC1CC1)c1ccc(C2SCC(=O)N2Cc2ccccc2)cc1 (stereo not given),11
O=C(c1ccccc1F)N1C[C@@H]2[C@H](c3ccccc31)[C@@H](CO)N2C(=O)Nc1ccccc1,7[25 µM]
C/C=C/c1ccc([C@@H]2[C@@H](CO)N(C(C)=O)[C@H]2CN(C)C(=O)CN(C)C)cc1,-1
Cc1ccc(C)c(S(=O)(=O)N2CCN(C(=O)CNC(=O)c3sc4ccccc4c3Cl)CC2)c1,2
Cc1nc2ccccn2c(=O)c1NC(=O)c1ccc2c(c1)OCO2,-5
Cc1ccc(S(=O)(=O)N(C)C[C@@H]2OCCCC[C@H](C)Oc3ccc(NS(=O)(=O)c4ccc(F)cc4)cc3C(=O)N([C@H](C)CO)C[C@@H]2C)cc1,-4
COC(=O)CCC(=O)Nc1cccc(Cl)c1,11
N#C[C@@H]1[C@@H](c2ccc(C3=CCCC3)cc2)[C@@H](CO)N1C(=O)C1CCCC1,-5
CC1CCCC(O)(C(C(=O)O)c2ccccc2)C1 (stereo not given),3
CC(=O)c1cccc(NC(=O)c2cc(-c3ccco3)on2)c1,-69
CNc1snc(C)c1C(=O)OC(C)C(=O)Nc1cccc(C)c1 (stereo not given),-14
CSCCC(NC(=O)/C(=C/c1ccc2c(c1)OCO2)NC(=O)c1cccc([N+](=O)[O-])c1)C(=O)O (stereo not given),0
O=C1NCCOCc2cn(nn2)CCC[C@@H]1Cc1ccccc1,-6[25 µM]
CO[C@H]1CN(C)C(=O)c2cc(NS(C)(=O)=O)ccc2OC[C@@H](C)N(C(=O)C2CCCC2)C[C@@H]1C,-24
CC(C)N1CCN(Cc2ccc3c(c2)Cc2ccccc2-3)CC1CCO (stereo not given),-1

# An excerpt from further up, as a working copy:
SMILES,CD40 NFkB inh
O=C(O)CN1CCc2ccccc2C1,9
CCCCn1cnc2cc(C)c(C)cc21,3
Cc1sc2ncnc(N3CCC(C(=O)Nc4ccc(Br)cc4Br)CC3)c2c1C,2
COc1ccccc1CNC(=O)c1ccc2nc(C)c(N(C)Cc3ccc(NC(C)=O)cc3)n2c1,19

# Further results:
SMILES,CD40 NFkB inh
O=c1c2ccccc2oc2cc(OCc3ccc(F)cc3)cc(O)c12,5
CC(=O)c1c(C)nc2nonc2c1N,7
O=C1NC(=O)C(Cc2cccc(Oc3ccccc3)c2)S1 (stereo not given),-1
COc1cccc(C#Cc2ccc([C@@H]3[C@@H](CO)N(C(=O)c4ccccn4)[C@H]3C#N)cc2)c1,24[25 µM]
O=C(CCNC(=O)c1ccccc1Cl)NN=Cc1ccco1,4
Cc1ccc(S(=O)(=O)N[C@H]2C=C[C@H](CC(=O)NCc3ccc(Cl)c(Cl)c3)O[C@@H]2CO)cc1,-10[25 µM]
Cc1onc(-c2ccccc2)c1C(=O)NCc1ccco1,-10
c1ccc(Cn2nnnc2C(c2cccs2)N2CCCCCC2)cc1 (stereo not given),-3
CC(C)C(=O)Nc1nnn(C)n1,-4
COc1ccc(NC(=O)COc2cccc3c2OC(C)(C)C3)c(OC)c1,-1
CO[C@@H]1CN(C)C(=O)c2ccc(NC(=O)C3CCC3)cc2OC[C@@H](C)N(Cc2ccccn2)C[C@H]1C,-1[25 µM]
N#C[C@@H]1[C@@H](c2ccccc2-c2cccc(F)c2)[C@H](CO)N1C(=O)C1CCOCC1,-8[25 µM]
CN1CCN(C(=O)C[C@H]2CC[C@H]3[C@@H](COC[C@H](O)CN3CC3CCCC3)O2)CC1,0
Cc1ccc2nc(N3CCC(C(=O)NC4CCCCC4)CC3)sc2c1,-6
C/C=C/c1cnc2c(c1)C(=O)N([C@@H](C)CO)C[C@H](C)[C@H](CN(C)CC1CCOCC1)O2,-2[25 µM]
C[C@@H]1CN([C@@H](C)CO)S(=O)(=O)c2ccc(C#Cc3ccncc3)cc2O[C@@H]1CN(C)C(=O)c1ccncc1,-11[25 µM]
c1ccc2c(Nc3nc4c(s3)CCCC4)cccc2c1,-106
CC1(C(=O)NS(=O)(=O)c2ccc(Cl)cc2)CCN1C(=O)CCc1ccc(Cl)cc1Cl (stereo not given),-1
O=C(COC(=O)c1ccc2ccccc2n1)Nc1ccccc1F,-1
COc1cc(OC)nc(Oc2ccccc2C(=O)Oc2ccc(C)cc2)n1,4
Cn1c(N)c(C(=O)COC(=O)c2cccnc2Cl)c(=O)n(C)c1=O,13
COc1ccccc1-c1nnc(SCC(=O)Nc2ccc(N3CCOCC3)cc2)n1N,-29
CCOCC(=O)NCc1ccc2c(c1)cc(C)n2C,1
NC(=O)COc1ccccc1C(=O)O,13
CN(C1CCCCC1)S(=O)(=O)c1ccc(S(=O)(=O)N2CCCC2)cc1,15
SMILES,CD40 NFkB inh
COc1ccc(S(=O)(=O)N(C)C[C@@H]2Oc3ccc(NS(=O)(=O)c4c(C)noc4C)cc3C(=O)N([C@H](C)CO)C[C@H]2C)cc1,-15[25 µM]
O=S(=O)(c1ccccc1)N(CC1CO1)c1ccccc1 (stereo not given),10
Cc1ccc(C)c(OCCC(=O)Nc2ccccc2C(=O)NC2CC2)c1,17
CC1(C#CC[N+]2(C)CCCCC2)CCC2C(O1)c1ccccc1OC2(C)C (stereo not given),6
NC(=O)c1ccc(NC(=O)COC(=O)C2(c3ccccc3F)CCCC2)cc1,10
Cc1sc2nc(CSCC(=O)NC3(C#N)CCCCC3)[nH]c(=O)c2c1C,2
CC1Cc2ccccc2N1C(=O)COC(=O)/C=C/c1cccc(F)c1 (stereo not given),-4
COc1cc2c(cc1OC)-c1nnc(-c3cccs3)n1C1(CCCC1)C2,1
Cc1occc1C(=O)Nc1cccc(C(=O)NCc2ccccc2)c1,14
O=C(COC(=O)c1ccco1)NCC1CCCCC1,-3
O=C(OCc1nc2ccccc2s1)[C@@H]1CCCN1S(=O)(=O)c1ccccc1F,0
CO[C@@H]1CN(C)C(=O)c2ccc(NC(=O)C3CCC3)cc2OC[C@H](C)N(C)C[C@H]1C,-4
O=C(Nc1ccc(Cl)cc1)Nc1ccc(N2CCC(C(F)(F)F)CC2)nc1,-1
CCOc1ccc(Br)cc1S(=O)(=O)NC1=NCCCCC1,0
CCCS(=O)(=O)NC(=O)C1(C)CCN(C(=O)c2cc(-c3cccs3)oc2C)C1 (stereo not given),8
C[C@H]1CCCCO[C@H](CN(C)C(=O)Cc2ccccc2)[C@@H](C)CN([C@@H](C)CO)C(=O)c2cc(NS(C)(=O)=O)ccc2O1,-20[25 µM]
COc1cc(/C=C/C(=O)OC(C)C(=O)Nc2c(C)n(C)n(-c3ccccc3)c2=O)ccc1O (stereo not given),5

# Some of the compounds tested. The share of hits here may be higher or lower than overall.
